Screens (PubChem BioAssay)
CCR6 antag – blocks CCL20-driven beta-arrestin recruitment at human CCR6; CHO-K1 CCR6 PathHunter beta-arrestin, luminescence, CCL20-stimulated; inhibition, % at 20 µM; 340,000 tested, 0.49% active; AID 493098;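 active = compounds whose inhibition of the agonist-driven luminescence signal at 20 µM reaches about 50%, limit read from the data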;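 note: cells stimulated with CCL20 at 14 nM final; plate controls were DMSO with CCL20 for no effect and DMSO without agonist for full effect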
NR3A LBD binder – modulators (binders) of human NR3A ligand-binding domain | AID 1259313 | NR3A LBD differential scanning fluorimetry, Tm shift; 0% = protein alone, 100% = glycine-bound protein | Tm shift relative to glycine control, % at 25 µM | 340,000 tested, 2.5% active;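 active = melting temperature shift of at least 10% of the positive control shift, at one fixed dose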
MPTP inh – inhibitors of mitochondrial permeability transition pore; isolated mouse mitochondria, Ca2+ swelling absorbance, 30 min; inhibition, % at 10 µM; 360,000 tested, 1.4% active;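 active = inhibition of 50% or more, scaled per plate between neutral and stimulator controls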;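 note: 0% = DMSO wells given calcium and 100% = 1 mM EGTA wells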
Gli-Sufu antag – antagonists of Gli-Sufu signaling | Sufu-KO-LIGHT fibroblasts, Gli luciferase reporter luminescence | inhibition, % at 5 µM | 340,000 tested, 0.74% active | AID 588413;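 active = inhibition above about 55%, limit read from the data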;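 note: 0% = DMSO-treated cells and 100% = wells with medium but no cells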
A3A deaminase – human APOBEC3A DNA deaminase inhibition | P31941 | recombinant A3A, FAM/TAMRA ssDNA deamination fluorescence | inhibition, % at 20 µM | 330,000 tested, 0.41% active;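 active = at least 40% inhibition at 20 µM here, with at most 30% in a related deaminase screen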;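 note: plate controls were A3A with DMSO for no effect and wells lacking A3A enzyme for full effect; some results filed as inactive read as strong as hits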
Target sequence (P31941 whole entry, looked up): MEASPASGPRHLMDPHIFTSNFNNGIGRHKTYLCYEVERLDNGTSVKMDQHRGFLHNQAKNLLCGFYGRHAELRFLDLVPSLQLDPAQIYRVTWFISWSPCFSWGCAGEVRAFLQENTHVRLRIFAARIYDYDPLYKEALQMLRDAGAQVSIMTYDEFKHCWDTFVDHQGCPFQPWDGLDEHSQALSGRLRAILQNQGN
EBI2 block – blocks human EBI2 receptor beta-arrestin signaling; P32249; EBI2 beta-arrestin recruitment, luminescence, 7a,25-OHC stimulated; AID 651636; 360,000 tested, 0.81% active; inhibition, % at 5 µM; in the data active = inhibition above about 38%;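 note: enzyme fragment complementation signal reports receptor beta-arrestin coupling in cells; 0% = agonist plus DMSO wells and 100% = wells without agonist; some results beyond the cut were filed as inactive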
Target sequence (P32249 whole entry, looked up, the tested form may be a part): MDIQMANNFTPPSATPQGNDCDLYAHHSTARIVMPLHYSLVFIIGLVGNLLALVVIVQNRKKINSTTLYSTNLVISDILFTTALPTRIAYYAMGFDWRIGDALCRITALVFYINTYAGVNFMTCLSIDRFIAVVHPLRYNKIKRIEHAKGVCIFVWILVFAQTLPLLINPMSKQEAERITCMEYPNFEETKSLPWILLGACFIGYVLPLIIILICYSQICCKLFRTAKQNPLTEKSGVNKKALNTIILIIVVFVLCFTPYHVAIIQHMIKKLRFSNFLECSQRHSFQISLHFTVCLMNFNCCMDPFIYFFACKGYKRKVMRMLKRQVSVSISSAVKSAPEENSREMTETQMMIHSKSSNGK
CXCR6 inh – inhibitors of human CXCR6 receptor. O00574. CHO-K1 PathHunter CXCR6 beta-arrestin, luminescence. inhibition, % at 20 µM. 360,000 tested, 0.36% active; in the data active = inhibition above about 34%, passing the limit was not always enough;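 note: antagonist mode with CXCL16 agonist at 10 nM final; 0% = 10 nM CXCL16 with DMSO and 100% = unstimulated wells without agonist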
Target sequence (O00574 whole entry, looked up): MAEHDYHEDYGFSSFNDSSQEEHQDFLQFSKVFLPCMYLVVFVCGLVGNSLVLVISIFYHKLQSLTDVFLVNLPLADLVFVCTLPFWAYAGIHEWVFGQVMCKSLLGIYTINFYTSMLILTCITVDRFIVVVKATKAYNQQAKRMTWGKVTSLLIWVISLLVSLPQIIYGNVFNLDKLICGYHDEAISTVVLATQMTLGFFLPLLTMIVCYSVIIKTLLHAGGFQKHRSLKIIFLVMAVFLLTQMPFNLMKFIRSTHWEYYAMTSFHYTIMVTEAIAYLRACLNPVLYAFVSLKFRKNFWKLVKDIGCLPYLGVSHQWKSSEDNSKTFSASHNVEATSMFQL
A3G deaminase – blocks human APOBEC3G single-stranded DNA deamination. Q9HC16. inhibition, % at 20 µM. 330,000 tested, 0.28% active. recombinant A3G, ssDNA deamination FAM/TAMRA fluorescence. AID 493012;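 active = inhibition of at least 40% at 20 µM, with no more than 30% in the related APOBEC3A deaminase screen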;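 note: plate controls were DMSO wells with A3G for no effect and wells lacking A3G enzyme for full effect; some compounds called inactive have numbers as strong as hits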
* = called active by the depositor; . = not tested or not shown.

SMILES	CCR6 antag	NR3A LBD binder	MPTP inh	Gli-Sufu antag	A3A deaminase	EBI2 block	CXCR6 inh	A3G deaminase
CC(C)C(=O)Nc1ccc(C(=O)Nc2nnc(C(C)C)s2)cc1	3	-2	-2.3	-49	-2	-1	-1	-3
CCCNC(=O)COc1ccccc1[N+](=O)[O-]	8	0	5.5	-9	-4	-9	-2	0
O=C(CCC(=O)Nc1ccc(Cl)cc1)N/N=C/c1ccc2c(c1)OCO2	-2	-17	-0.5	8	3	6	-2	11
CCCn1nc2cc(C(=O)NCc3ccc4c(c3)OCO4)ccc2c1OCC	12	-2	-0.3	-5	-1	-1	-2	-8
Cn1ccnc1SCC(=O)Nc1ccc(F)c([N+](=O)[O-])c1	7	0	0.0	-2	1	-45	3	-3
CC(=O)c1ccc(OCc2cc(C(=O)NC(C)Cc3ccccn3)no2)cc1 (centres undefined)	-5	-1	0.1	2	-4	1	-7	-6
CCOC(=O)Cc1nc2ccccc2n(CC#N)c1=O	8	-3	-2.4	18	4	-3	-2	-3
COc1ccc(-c2noc(CCCC(=O)Nc3ccc(C(N)=O)cc3)n2)cc1	-3	-24	0.7	43	-1	-2	-4	-7
CN1CCN(Cc2ccc(Sc3ccc(Cl)cc3)c([N+](=O)[O-])c2)CC1	-1	0	2.5	25	2	8	-3	10
S=C(NCCc1ccccc1)N1CCN(C(c2ccccc2)c2ccccc2)CC1	1	-14	10	-11	-4	54*	11	-2

Sorted by the number under MPTP inh (smallest number first): 3 from the list above
Structure	CCR6 antag	NR3A LBD binder	MPTP inh	A3A deaminase	EBI2 block	CXCR6 inh	A3G deaminase
CCCn1nc2cc(C(=O)NCc3ccc4c(c3)OCO4)ccc2c1OCC	12	-2	-0.3	-1	-1	-2	-8
CN1CCN(Cc2ccc(Sc3ccc(Cl)cc3)c([N+](=O)[O-])c2)CC1	-1	0	2.5	2	8	-3	10
S=C(NCCc1ccccc1)N1CCN(C(c2ccccc2)c2ccccc2)CC1	1	-14	10	-4	54*	11	-2

Next entries:
SMILES	CCR6 antag	NR3A LBD binder	MPTP inh	Gli-Sufu antag	A3A deaminase	EBI2 block	CXCR6 inh	A3G deaminase
COCCN(CC(=O)Nc1cccc(C)c1C)C(=O)c1ccc2ccccc2n1	7	-2	-2.2	-11	4	-8	4	0
CCn1c(SCC(=O)c2ccc(C)cc2)nnc1-c1ccoc1C	19	-1	1.5	0	-2	-4	3	-3
CCCc1nc2ccccc2c(=O)n1NC(=O)c1c(O)c2ccccc2[nH]c1=O	-2	3	-2.1	1	0	3	-2	-5
CSc1ccc(CN(C)C(=O)CSCC(=O)Nc2ccc(C)cc2)cc1	15	1	-0.3	-6	-5	8	-4	-7
CCc1nnc(NC(=O)CSc2nnc(Cc3ccc(OC)cc3)o2)s1	-3	-6	-0.5	-49	-3	-6	-2	-4
O=S(=O)(c1ccccc1)N1CCN(S(=O)(=O)N2CCCCC2)CC1	-15	-2	0.2	-4	-1	-12	1	-2
CCN1C(=O)CC(c2ccc(OC(C)C)cc2)C1=O (centres undefined)	11	5	3.1	-5	-2	-6	5	-6
O=C(O)c1ccc(CN2CCOCC2)o1	4	-2	-0.2	5	-3	-2	-2	-5
O=C(NCc1ccccc1F)c1ccc2ccccc2n1	20	-1	-2.6	-14	1	-1	2	0
COc1cc(/C=C/C(=O)OCC(=O)Nc2c(C)n(C)n(-c3ccccc3)c2=O)ccc1O	-12	-1	-0.4	4	5	5	1	-2
O=C(CSCc1ccc(F)cc1)NCc1ccc2c(c1)OCO2	12	1	-2.0	9	1	-1	-3	-6
O=C(COC(=O)Cc1ccsc1)NCC1CCCCC1	4	1	1.0	1	0	-3	-3	0
Cc1c(NC(=O)CN2c3cccc4cccc(c34)S2(=O)=O)c(=O)n(-c2ccccc2)n1C	6	-4	1.0	5	2	2	-6	-3
CC(C)(C)c1ccc(S(=O)(=O)N2CCCCC2)cc1	25	3	-1.8	11	6	9	-6	1
COCCCNC(=O)c1ccc2c3c(onc13)-c1ccccc1C2=O	49	3	6.6	-58	3	8	17	-3
O=C(CSc1nc(-c2cccs2)cc(C(F)(F)F)n1)Nc1cc(OCC(F)(F)C(F)F)cc([N+](=O)[O-])c1	10	10*	93*	10	1	17	3	-3
CC1CN(c2ccc(NC(=O)c3ccco3)cc2C(=O)O)CC(C)O1 (centres undefined)	-5	-1	0.2	5	-2	-5	-5	-4
Cc1cc[n+]2c3c(cccc13)CCC2	-2	3	0.4	5	0	4	-2	-3
O=C(Nc1ccc(S(=O)(=O)Nc2ccccn2)cc1)c1ccc(Cl)cc1Cl	4	-1	-2.3	16	-2	-5	-4	-8
COc1ccc(N2CCN(CC(=O)NC(=O)NCc3ccco3)CC2)cc1	-3	-3	0.8	0	-2	-9	1	-7
CNC(=S)N(Cc1cc2cc(C)cc(C)c2[nH]c1=O)C1CCCC1	2	1	0.2	4	-4	0	13	-8
CCOC(=O)CNC(=O)CSc1cc(C)nc2ccc(OC)cc12	-3	0	0.5	4	-6	-14	-4	-6
CCCCn1c(CCC)nc([N+](=O)[O-])c1Sc1ccc(Cl)cn1	5	2	2.5	1	-6	-35	-6	-6
COC(=O)c1cc(/C=C/c2ccccc2)[nH]n1	1	-2	-1.7	-33	-3	9	2	-5
CCCCCC(=O)Nc1cccc(C2=NOC3(C2)C[C@H](C(N)=O)N(C(=O)c2ccccc2)C3)c1 (some centres undefined)	2	0	0.1	-2	-2	-7	5	-5
COC(=O)Cc1cc(=O)[nH]c(Nc2nc3ccccc3o2)n1	4	4	-1.1	0	-1	4	-2	-5
COc1cccc(C2C3=C(CCCC3=O)Nc3nc(-c4cc(OC)c(OC)c(OC)c4)nn32)c1 (centres undefined)	3	7	0.8	16	-4	0	-7	-4
CCCn1c(SCC(N)=O)nc2c(c1=O)C1(CCCC1)Cc1ccccc1-2	7	-12	-0.8	-18	-1	1	0	-4
O=C(NCC(=O)N(Cc1ccccc1)C(C(=O)NC1CCCC1)c1ccco1)c1ccco1 (centres undefined)	4	2	-0.8	5	-2	4	4	-3
CCN(CC)C(=O)CN(c1ccc(Cl)cc1)S(=O)(=O)c1ccccc1	5	-2	-0.3	18	-1	-7	0	-3

Some entries already given with just NR3A LBD binder and EBI2 block.
| Molecule | NR3A LBD binder | EBI2 block |
| --- | --- | --- |
| CNC(=S)N(Cc1cc2cc(C)cc(C)c2[nH]c1=O)C1CCCC1 | 1 | 0 |
| CCCCCC(=O)Nc1cccc(C2=NOC3(C2)C[C@H](C(N)=O)N(C(=O)c2ccccc2)C3)c1 (some centres undefined) | 0 | -7 |
| CCCCn1c(CCC)nc([N+](=O)[O-])c1Sc1ccc(Cl)cn1 | 2 | -35 |

Next entries follow.
SMILES	CCR6 antag	NR3A LBD binder	MPTP inh	Gli-Sufu antag	A3A deaminase	EBI2 block	CXCR6 inh	A3G deaminase
O=C(O)c1ccccc1C(=O)c1ccc2oc(=O)[nH]c2c1	-2	2	0.0	-19	.	-11	-3	.
COC(=O)C(OC(=O)c1ccc(OC)cc1)C(=O)OC	-9	-1	0.9	.	0	-3	-8	1
Cn1c(SCCOc2ccc(Cl)cc2)nnc1-c1ccncc1	3	0	0.8	22	1	0	-8	-2
C#CCNC(=O)C1=C[C@H](c2ccc(C(F)(F)F)cc2)C[C@H](OCc2ccc(CO)cc2)O1	13	-10	4.0	-3	-9	8	5	-18
CC(C)c1ccc(OC(=O)c2ccc3c(=O)n4c(nc3c2)CCC4)cc1	-1	-4	-1.5	-8	24	-5	-2	-3
COc1ccccc1C(c1nnnn1C1CCCC1)N1CCN2CCCC2C1 (centres undefined)	-3	-3	-1.9	-5	0	-2	2	1
CCN(CC)CC(=O)c1c[nH]c2ccccc12	-5	-1	-5.0	-4	-1	-10	-4	-5
Cc1cccc(C)c1OCC(=O)NNC(=S)NC(=O)C1CC1	38	-1	-1.1	4	-1	10	24	33
COc1ccc(COC(=O)C2CCN(S(=O)(=O)c3cccs3)CC2)cc1	14	5	-2.0	-16	-1	-6	6	-4
Cc1nc2ccccn2c1C(=O)N/N=C/c1ccc2c(c1)OCO2	17	-1	0.8	-59	-7	-1	-8	-8
NC(=O)CSc1nnc2n(N)c(=O)c3ccccc3n12	1	0	-0.4	4	2	-6	-6	1
COc1ccc2c(c1)[nH]c1c(=O)n(Cc3ccccn3)cnc12	-16	-1	11	-4	5	-10	-2	-1
O=C(NCCCn1ccnc1)c1nn2c(C(F)(F)F)cc(-c3ccccc3)nc2c1Cl	7	-1	-2.3	9	-5	-4	10	-6
CC(=O)OCC1OC(n2ccc3ccccc32)C(OC(C)=O)C(OC(C)=O)C1OC(C)=O (centres undefined)	8	-1	0.5	-33	14	-15	-7	-1
Cc1cc(-c2ccccc2)nc(N/N=C/c2ccco2)n1	-18	4	0.1	-29	11	-12	-4	1
COCCNC(=O)CC(NS(=O)(=O)c1ccc(C)cc1)c1ccco1 (centres undefined)	-2	6	-4.1	-3	0	-3	9	-8
CCOc1cc(OCC)cc(C(=O)NC(=S)Nc2cccc(C(F)(F)F)c2)c1	35	-4	3.9	24	-2	4	16	-4
CC(=O)Oc1ccc(C(=O)N2c3ccccc3NC(=O)C2C)cc1 (centres undefined)	9	-1	-0.6	3	-3	-5	-12	-8
COC(=O)c1c(NC(NC(C)=O)C(Cl)(Cl)Cl)sc2c1CCCC2 (centres undefined)	4	-16	-0.7	7	-2	26	-13	-7
COc1cc2c(cc1OC)CN(C(=O)CNS(=O)(=O)c1ccc(C)c(C)c1)CC2	1	-2	-0.7	-9	-3	4	-2	-7
O=C(CN1CCOCC1)N1CCOCC1	4	0	0.2	8	.	-8	5	.
COc1ccccc1N=Cc1c(C)c(C#N)c2[nH]c3ccccc3n2c1=O	-4	-24	14	.	-4	5	-6	-10
Cc1ccc(C)c(OCC(O)CNC2CCCC2)c1 (centres undefined)	11	-1	-0.3	16	0	-11	1	-2
CCN(CC)S(=O)(=O)c1ccc(N)cc1	-9	0	0.6	-27	5	-11	-6	1
O=S(=O)(c1ccc(Br)cc1)N1CCCC1	3	-1	-1.3	0	-3	-5	3	-7
COc1ccc(-c2cc3nc(C)cc(NCCO)n3n2)cc1	-9	-4	0.3	-9	3	-5	-1	1
CCOc1ccc(S(=O)(=O)N2CCOCC2)cc1NC(=O)CN1C(=O)NC(CC)(c2ccccc2)C1=O (centres undefined)	3	0	-0.4	-27	-4	-6	-15	-8
CC(=O)c1ccc(NC(=S)NCCc2ccccn2)cc1	8	-6	0.0	-12	-2	-4	1	-1
N#Cc1cnn(Cc2ccc(Cl)cc2)c1N	18	0	-5.9	0	3	6	-2	0
O=C(Nc1ccc(S(=O)(=O)N2CCOCC2)cc1)c1ccccc1	-7	7	-0.2	12	-3	-6	0	-10
O=C1CN(C(=O)NCC(=O)N[C@H](Cc2ccccc2)C(=O)O)c2ccccc2N1	0	0	0.6	-2	-3	-2	-2	-10
O=C(CSc1nnc(NC(=O)C2CC2)s1)NCc1cccs1	1	0	-1.0	6	-2	3	1	-5
COc1ccc(CN2CCN(Cc3cccc(Oc4ccccc4)c3)CC2)c(OC)c1OC	15	0	2.2	51	-2	5	4	-7
Cc1ccc(S(=O)(=O)N2CN(Cc3ccco3)c3nc4ccccc4nc32)cc1	16	-3	-0.6	5	2	-8	5	-1
CCCSC1=N/C(=C/c2ccsc2)C(=O)N1c1ccccc1	7	-1	-0.7	-8	-8	-2	-4	-10
COc1ccc(/C=C2/SC(=S)N(n3c(C)ccc3C)C2=O)cc1	3	2	0.4	3	1	24	-14	-3
Cc1nn(CC(=O)NNC(=S)NCC2CCCO2)c(C)c1Br (centres undefined)	11	1	-0.9	5	-2	0	13	-3
O=S(=O)(c1ccc(S(=O)(=O)N(Cc2cccs2)CC2CCCO2)cc1)N1CCCCC1 (centres undefined)	4	1	-3.8	-5	1	-4	-1	-6
COc1ccc(/C(C)=N/NC(=O)CN(c2ccc(OC)cc2)S(=O)(=O)c2ccccc2)cc1	3	3	0.4	5	-4	7	-2	-5
COc1ccc(CN2CCNC(=O)C2CC(=O)N(C)Cc2ccon2)cc1OC (centres undefined)	-11	-1	1.2	1	-3	-14	-11	-7
CCOP(=O)(OCC)C(C)(C)NC(=O)c1cc([N+](=O)[O-])cc([N+](=O)[O-])c1	1	-4	0.0	-21	-2	-12	-21	-3

Random draw from the library. About 5.8% of those tested had a hit in this group.
